Screening data deposited in PubChem by National Center for Advancing Translational Sciences (NCATS).
N370S GC mod = qHTS Assay for Inhibitors and Activators of N370S glucocerebrosidase as a Potential Chaperone Treatment of Gaucher Disease; Lysosomal acid glucosylceramidase (Homo sapiens), P04062; N370S GC spleen homogenate, 4MU-glucoside fluorescence; Potency, µM (series often up to 59.4 µM), inactives show top-dose activity change, negative = inhibition, hits mostly inhibitors; 0.092% of 330,000 active;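 further: 0% = full enzyme activity and -100% = no enzyme basal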
DT40 TDP1 CPT = qHTS for Inhibitors of human tyrosyl-DNA phosphodiesterase 1 (TDP1): qHTS in cells in presence of CPT; chicken DT40 Tdp1-/-;hTDP1 cells + 20 nM CPT, ATP luminescence, 48 h; Potency, µM (highest dose often 46.2 µM), for the others: at the top dose activity change, negative = growth inhibition, usual class: inhibitors; 12% of 420,000 active; AID 686979, 2013; further: nearly all actives have a fitted effect of over 55% in size
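Chicken DT40 Tdp1-/- cells complemented with human TDP1, 400 cells/well, exposed to compounds plus 20 nM camptothecin for at least 48 h at 37 C; viability read as ATP content by CellTiter-Glo luminescence.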
FEN1 inhibitor = qHTS Assay for the Inhibitors of Human Flap endonuclease 1 (FEN1); 0.35% of 390,000 active; P39748; Potency, µM (top dose mostly 114 µM), for inactives: at the top dose activity change, negative = inhibition, actives largely listed as inhibitors; Recombinant FEN1 flap cleavage, fluorescence, 15 min; AID 588795, 2011; further: nearly all actives have a fitted effect of over 65% in size
Target sequence (P39748 whole entry, looked up): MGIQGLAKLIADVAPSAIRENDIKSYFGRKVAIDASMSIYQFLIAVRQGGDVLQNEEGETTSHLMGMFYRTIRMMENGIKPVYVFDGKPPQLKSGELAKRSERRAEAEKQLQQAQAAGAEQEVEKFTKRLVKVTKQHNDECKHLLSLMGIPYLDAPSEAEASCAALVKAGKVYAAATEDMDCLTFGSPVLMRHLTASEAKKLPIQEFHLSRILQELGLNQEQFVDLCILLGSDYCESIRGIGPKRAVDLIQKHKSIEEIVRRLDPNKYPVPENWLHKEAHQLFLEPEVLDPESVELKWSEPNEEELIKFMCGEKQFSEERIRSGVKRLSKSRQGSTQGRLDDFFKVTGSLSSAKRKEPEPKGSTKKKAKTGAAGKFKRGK
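With each library titrated from low to high concentration, compounds met 10 nM FEN1 for 15 min at room temperature before 50 nM substrate was added; readings at 0 and 15 min fed four-parameter Hill curve fits.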
The depositor's hits bear a star; ? = inconclusive; nt = not tested or not shown; & = joins results of further samples; [ ] = another dose, or the depositor's remark. The call rests on the fitted dose curve; in most records, active means well fitted curve in the direction sought with a large enough effect; inconclusive means small, poorly fitted or top-dose-only effect, or another doubt; inactive means no such curve, though single readings can be large; an effect the other way counts as inactive or inconclusive. Unless noted, on the % scale 0 is the no-effect control and ±100 the full control effect; potency means the concentration at half of the fitted maximal effect.

Start of the data: the first 3 compounds (preview)
canonical_smiles	DT40 TDP1 CPT	FEN1 inhibitor	N370S GC mod
O=C(C1CC1)N1CCc2cc(S(=O)(=O)N(CCO)Cc3ccccc3)ccc21	?	-1%	-11%
COc1ccc(N2CC(C(=O)Nc3ccc(F)cc3F)CC2=O)cc1 (configuration not stated)	-8%	-2%	1%
Cc1csc(N2CCCC2c2nc3cc(C(F)(F)F)ccc3n2CCOCCO)n1 (configuration not stated)	9.2µM*	8%	nt

Results, previewed entries included:
canonical_smiles	DT40 TDP1 CPT	FEN1 inhibitor	N370S GC mod
O=C(C1CC1)N1CCc2cc(S(=O)(=O)N(CCO)Cc3ccccc3)ccc21	?	-1%	-11%
COc1ccc(N2CC(C(=O)Nc3ccc(F)cc3F)CC2=O)cc1 (configuration not stated)	-8%	-2%	1%
Cc1csc(N2CCCC2c2nc3cc(C(F)(F)F)ccc3n2CCOCCO)n1 (configuration not stated)	9.2µM*	8%	nt
CCOc1ccc(OCCC(=O)N(CCC2=CCCCC2)c2c(N)n(Cc3ccccc3)c(=O)[nH]c2=O)cc1	16µM*	-2%	-3%
COc1ccc(CCNC(=O)CC(=O)N/N=C/c2ccc(Br)cc2)cc1OC	-11%	14%	-11%
CCOC(=O)c1sc2nc3n(c(=O)c2c1C)CCC(C)CC3 (configuration not stated)	?	0%	14%
COc1ccc(-n2nc(C(=O)NCC(=O)Nc3cc(OC)c(OC)c(OC)c3)c3ccccc3c2=O)cc1Cl	?	1%	-6%
COc1ccc(NCC(=O)Nc2ccc(C#N)cc2)cc1Cl	?	0%	1%
Cc1noc(C)c1COc1ccccc1C(=O)NCCc1ccccc1	-3%	-1%	10%
CCOC(=O)N1CCC(N2CC34C=CC(O3)C(C(=O)Nc3ccc(OCC)cc3)C4C2=O)CC1 (configuration not stated)	-4%	12%	-1%

Later entries:
canonical_smiles	DT40 TDP1 CPT	FEN1 inhibitor	N370S GC mod
CCCCOC(=O)c1cc(=O)[nH]c2ccc(C)cc12	-6%	-1%	21%
COc1ccc(CNC(=O)COC(=O)Cc2ccc(Br)cc2)cc1	0%	-10%	nt
COc1ccc(CN(CC(=O)NCc2ccccc2)C(=O)CCC(=O)Nc2ccccn2)cc1	-27%	14%	-3%
O=C(Nc1ccc2nn(-c3ccccc3)nc2c1)c1ccc(-c2cccc(Cl)c2)o1	-25%	-6%	nt
COc1cc(OC)c(OC)cc1CNCc1ccco1	12%	1%	7%
Cc1ccc(-n2ncc3c(=O)n(CC(N)=O)cnc32)cc1	5%	-17%	-3%
CCNc1nc(NC(C)C)nc(N(C#N)CCOc2ccc(Cl)cc2Cl)n1	?	-21%	?
CCc1ccc(CNC(=O)C2CCN(S(=O)(=O)N3CCC4(CC3)OCCO4)CC2)cc1	?	-1%	-18%
C/C(=N\OCC(=O)Nc1ccccc1C(=O)O)c1cccs1	-24%	-16%	-7%
O=C(O)CCCn1cc(NC(=O)COc2ccc(F)cc2)cn1	7%	-3%	2%

Continued:
canonical_smiles	DT40 TDP1 CPT	FEN1 inhibitor	N370S GC mod
Cc1ccc(NS(=O)(=O)c2ccc(C(=O)NC3CCN(Cc4ccccc4)CC3)cc2)cc1	15µM*	-12%	nt
O=C1c2ccccc2[C@@H]2CC(O)C(O)CCN12 (some centres not stated)	-12%	-6%	nt
COCCOC(=O)c1[nH]c2c(c1C)C(=O)CC(c1ccc(OC)c(OC)c1)C2 (configuration not stated)	?	-1%	-1%
CCN(CC)CCCNC(=O)Cn1ccc2ccccc2c1=O	-1%	-1%	-1%
CCOc1ccc(CC(=O)NNC(=S)Nc2ccc(OC)c(OC)c2)cc1	-3%	18%	-6%
CCOc1ccc(-c2nnc(N3CCOCC3)c3ccccc23)cc1	?	-19%	-1%
CSc1cccc(NC(=O)CC(C)n2ccnc2)c1 (configuration not stated)	-2%	-15%	-4%
N#Cc1nc(-c2ccc([N+](=O)[O-])cc2)oc1N1CCCCC1	-8%	6%	-8%
CC(=O)Nc1ccc(S(=O)(=O)NCC2CCC(C(=O)NCCC3=CCCCC3)CC2)cc1 (configuration not stated)	-10%	8%	-3%
CC(C)OC(=O)c1ccc(NC(=O)c2cccc(-n3cnnn3)c2)cc1	?	-19%	nt

(further entries)
canonical_smiles	DT40 TDP1 CPT	FEN1 inhibitor	N370S GC mod
COc1cccc(-n2c(C)nnc2SCC#N)c1	-17%	1%	5%
Cn1c(=O)c2c(nc(Oc3ccccc3Br)n2C)n(C)c1=O	7%	-7%	0%
CCCc1cc(C(=O)Cc2ccc(F)cc2)c(O)cc1O	?	-11%	7%
COc1ccccc1N1CCN(CCN(C(=O)c2ccc(F)cc2)c2ccccn2)CC1	?	13%	-5%&-1%
COc1ccc(-n2nc(C(=O)NCC(=O)N3CCN(c4ccccc4OC)CC3)c3ccccc3c2=O)c(OC)c1	?	-6%	-8%
CS(=O)(=O)N(Cc1ccccc1)c1ccc(C(=O)Nc2ccc3c(c2)OCO3)cc1	-29%	-1%	-13%
Cc1ccc(C(=O)N2CC(C)OC(C)C2)cc1S(=O)(=O)N1CCCCC1 (configuration not stated)	?	10%	nt
COc1ccccc1NS(=O)(=O)c1cc(NC(=O)c2cc(F)c(F)c(F)c2F)ccc1N1CCOCC1	?	4%	nt
COCCCNC(=O)c1ccc2c(c1)CCN2S(C)(=O)=O	-12%	-8%	6%
COc1cccc(NC(=O)Cn2nnc(-c3nc(-c4ccccc4)no3)c2N)c1	?	-5%	nt

Remaining list, next part
canonical_smiles	DT40 TDP1 CPT	FEN1 inhibitor	N370S GC mod
Cc1cc(=O)n2nc(N3CCCC(C(=O)NCc4ccco4)C3)sc2n1 (configuration not stated)	1%	-11%	5%
CN(c1ccc(C(=O)NCCC2=CCCCC2)cc1)S(C)(=O)=O	-19%	-10%	11%
CCc1ccc(/C=C2/C(=O)NC(=O)N2C(C)=O)cc1	-6%	-12%	-6%
O=C(NCc1ccc2c(c1)OCO2)c1nn2cccnc2c1Cl	2%	11%	2%
COc1ccc(/C=N/OCC(=O)N2CC3(C)CC2CC(C)(C)C3)cc1 (configuration not stated)	-15%	6%	-18%
CCOC(=O)c1ccc(NS(=O)(=O)c2ccc(SC)cc2)cc1	?	-17%	3%
Cc1ccc(NC(=O)CN2CCC(C(N)=O)CC2)cc1[N+](=O)[O-]	-17%	-3%	0%
COc1ccc(NC2c3ccccc3C(=O)N2c2cccnc2)cc1Cl (configuration not stated)	?	14%	4%
Cc1ccccc1C(=O)Nc1ccc(N2CCCCCC2)cc1	15µM*	-2%	1%
COc1cc2c(cc1OC)C(c1ccc([N+](=O)[O-])cc1)NC(=O)C2 (configuration not stated)	4%	16%	2%

Further records follow:
canonical_smiles	DT40 TDP1 CPT	FEN1 inhibitor	N370S GC mod
COc1cc2c(cc1OC)C(C)N(S(=O)(=O)c1ccc(C)cc1)CC2 (configuration not stated)	-19%	-13%	-8%
O=C(Nc1ccc2oc(-c3ccncc3)nc2c1)c1ccc(F)cc1	-3%	16%	-6%
CC1CC(C)CN(CCCNC(=O)Cn2cccc2C(=O)c2ccccc2)C1 (configuration not stated)	-12%	-4%	-18%
COc1ccc(S(=O)(=O)N2CCCCCC2)cc1C(=O)N(C)Cc1ccc(OC)c(OC)c1OC	?	2%	-10%
O=C(/C=C/c1ccco1)Nc1cccc(C(=O)Nc2ccccc2C(=O)O)c1	-2%	50µM*	-3%
Cc1ccc(C(=O)N2CCN(c3ccc(F)cc3)CC2)cc1NC(=O)c1nsc2ccccc12	16µM*	8%	nt
Cn1nnnc1SCC(=O)Nc1ncc(C(F)(F)F)cc1Cl	-5%	2%	nt
CC1CN(C(=O)c2cc3cc(Cl)cc(Cl)c3oc2=O)CC(C)O1 (configuration not stated)	?	0%	0%
CCCCNC(=S)NC(=O)c1ccccc1Br	-18%	-7%	1%
CCOC(=O)C1=C(N)Oc2ccc(Br)cc2[C@@H]1[C@@H](C#N)C(=O)OCC	4%	nt	18%

The results go on:
canonical_smiles	DT40 TDP1 CPT	FEN1 inhibitor	N370S GC mod
CN(Cc1cnccn1)C(=O)CC1C(=O)NCCN1Cc1cccc(Oc2ccccc2)c1 (configuration not stated)	-9%	-12%	?
CCN(CCCNC(=O)C1CCC(=O)N1Cc1ccccc1Cl)c1cccc(C)c1 (configuration not stated)	16µM*	10%	0%
COc1ccc(-c2cccc(-c3cc(=O)oc4cc5c(cc34)OCO5)c2)cc1	?	-7%	-3%[89.1 µM]
O=C1C(=O)N(CCN2CCCCC2)c2ccccc21	-28%	-8%	-12%
O=C(CSc1nccc(=O)[nH]1)NC1CCCCCCC1	-4%	10%	nt
COc1ccc2sc(N(Cc3cccnc3)C(=O)CCc3ccccc3)nc2c1	?	-7%	nt
COC(=O)c1ccc(CSc2nc3c(cnn3-c3ccc(Cl)cc3)c(=O)[nH]2)o1	-5%	1%	9%
COC(=O)NCC(C)OC(=O)Nc1cccc(Cl)c1 (configuration not stated)	0%	8%	-12%
CCOc1ccc(NC(=S)NC(=O)/C=C/c2ccco2)cc1	?	-1%	3%
O=C(O)CCc1nn2c3ccccc3n(CC(=O)O)c2nc1=O	-2%	13%	10%

Next part:
canonical_smiles	DT40 TDP1 CPT	FEN1 inhibitor	N370S GC mod
CN(Cc1nc2ccccc2c(=O)[nH]1)C(=O)c1cccc(NC(=O)c2cccs2)c1	?	-1%	nt
Cc1ccc(Cl)cc1NC(=O)COC(=O)c1ccc(CN2CCCC2=O)cc1	5%	-3%	nt
N#Cc1ccc(OCc2nnc(-c3ccc([N+](=O)[O-])cc3)o2)cc1	?	-2%	-5%
Cc1cc(NC(=O)c2ccc(-c3ccccc3[N+](=O)[O-])o2)no1	?	-15%	nt
CCOC(=O)c1c(NC(=O)c2ccccc2Cl)sc2c1CCc1ccccc1-2	?	-10%	0%
CCOC(=O)N1CCN(CC(O)COc2ccccc2C(C)(C)C)CC1 (configuration not stated)	?	-6%	-4%
Cn1c(=S)[nH]c2[nH]c(=O)cnc2c1=O	9%	-2%	3%
O=C(COc1ccc(Br)cc1)N(CCO)CCO	5%	-2%	0%
Cc1ccc(S(=O)(=O)N2CCOCC2)cc1C(=O)N1C(=O)c2cccc(N)c2C1=O	-21%	7%	14%
CC(=O)Nc1ccc(NC(=O)CSC2=NS(=O)(=O)c3cc(Cl)ccc3N2)cc1	-1%	4%	-5%

Next part:
canonical_smiles	DT40 TDP1 CPT	FEN1 inhibitor	N370S GC mod
COC(=O)c1ccc(Cn2cc(Cl)cn2)o1	2%	-1%	-6%
CC(C)(C)c1ccc(-c2nnc3sc(-c4ccccn4)nn23)cc1	?	2%	20%
Cc1ccc(OCc2nc3ccccc3n2C)cc1	-29%	-2%	-5%
N=C1SCC(=O)N1c1ncc(Cc2ccccc2Cl)s1	?	-1%	0%
CC(=O)NC12CC3CC(C1)CC(C(=O)N1CCN(S(=O)(=O)c4ccccc4C#N)CC1)(C3)C2	-5%	-5%	nt
CC(NC(=O)CCl)c1ccc(Cl)c(Cl)c1 (configuration not stated)	16µM*	3%	7%
O=C(CSc1nc2ccccc2c(=O)[nH]1)N1CCCCC1	-25%	-15%	3%
COc1ccc(N2C(=O)CCC2=O)cc1	1%	1%	5%
CC(C(=O)Nc1ccc(OC(F)(F)F)cc1)N1Cc2ccccc2C1=O (configuration not stated)	-20%	-5%	nt
CC(C)(C)CC(=O)NC(=S)NCc1ccccc1	?	0%	7%

Next section:
canonical_smiles	DT40 TDP1 CPT	FEN1 inhibitor	N370S GC mod
O=C(NCCc1csc(-c2ccccc2)n1)c1c(F)cccc1F	?	-3%	9%
CCOC(=O)N1CCN(C(=O)c2ccc(N(Cc3ccccc3Cl)S(C)(=O)=O)cc2)CC1	?	-16%	2%
CCCS(=O)(=O)c1c(S(=O)(=O)CCC)c2cc(C(C)(C)C)ccn2c1C(=O)c1ccccc1	18µM*	-2%	nt
O=c1cc(-c2ccc(O)c(-c3c(O)cc(O)c4c(=O)cc(-c5ccc(O)cc5)oc34)c2)oc2cc(O)cc(O)c12	-19%	45µM*	-12%
FC(F)(F)c1ccc(CN2C[C@@H]3C(c4ccccc4)C4(c5cccnc5)CC3(C4)[C@H]2c2ccccc2)cc1 (some centres not stated)	?	6%	?
CCCCCCC(=O)N1CCCC(c2nc(-c3cccc(OC)c3)no2)C1 (configuration not stated)	0%	-3%	16%
O=C(Cn1c(=O)nc(-c2ccccc2)c2ccccc21)N1CCN(c2ccc(F)cc2)CC1	17%	1%	nt

Single records, from the list above:
O=C(Nc1ccc2oc(-c3ccncc3)nc2c1)c1ccc(F)cc1 reads DT40 TDP1 CPT = -3%; FEN1 inhibitor = 16%; N370S GC mod = -6%
COc1ccc(/C=N/OCC(=O)N2CC3(C)CC2CC(C)(C)C3)cc1 (configuration not stated) reads DT40 TDP1 CPT = -15%; FEN1 inhibitor = 6%; N370S GC mod = -18%

Only part of the results is shown, so the mix of outcomes need not match the whole.
